# Bioassay records as filed in PubChem BioAssay.
# Yfh1-depleted yeast: enhancers of respiration in Yfh1-depleted yeast, dose response, Friedreich's ataxia, plus single-dose screen (AID 1465); S. cerevisiae Yfh1-off respiration, WST-1 reduction, 72 h; higher fold induction means a stronger effect; fold induction at 50 µM, or EC50 in µM where a hit was titrated; 0.074% of 220,000 active;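 active means fold induction of absorbance versus untreated yeast above a set limit, then at least 30% activation at any dose in follow-up; inconclusive means repeats straddling the limit, or above it without dose testing; inactive means fold induction below the set limit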;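 further: activators that raise dye reduction in frataxin-depleted yeast; strong numbers were not always called active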
# NOD1 inhibition: NOD1 signaling inhibitors, primary screen, cell-based, luminescence, uHTS (AID 1578) | NOD1-driven NF-kB luciferase reporter cells, luminescence; higher % means a stronger effect | 1% of 290,000 active | one-dose inhibition, % at 4 µM; EC50 in µM for titrated hits; in the data active means inhibition mostly above about 36%, no sharp cut-off; inactive means mostly below about 34%;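 further: HEK-293T reporter cells stimulated with the NOD1 agonist gamma-tri-DAP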
# KOR beta-arrestin-1: KOR agonists, beta-arrestin recruitment, primary screen, cell-based, luminescence, uHTS (AID 1777); KOR beta-arrestin recruitment, luminescence; higher % means a stronger effect; 0.02% of 280,000 active; Kappa-type opioid receptor (Homo sapiens); activation, % at 10 µM; hits with a dose series show EC50 in µM; in the data active means activation above about 50%, passing the limit was not always enough; further: a part of the inactive calls stands beside numbers as strong as those of hits
# NS5 inhibitors: Dengue-2 NS5 methyltransferase inhibitors, primary screen, biochemical, confirmation dose response (AID 588689) | Genome polyprotein (Dengue virus type 2 (strain 16681-PDK53)) | 0.3% of 340,000 active | inhibition, % at 25 µM; hits with a dose series show IC50 in µM | Dengue-2 NS5 methyltransferase capping enzyme assay, biochemical; higher % means a stronger effect; in the data active means a potency from the dose series; inconclusive means inhibition above about 29% without an active follow-up result
# NOD2 inhibition: NOD2 signaling inhibitors, cell-based, luminescence, uHTS, HEK293 (AID 1566) | 0.63% of 290,000 active | inhibition, % at 4 µM; hits with a dose series show EC50 in µM | HEK293 NOD2/NF-kB luciferase reporter, luminescence; higher % means a stronger effect; further: many of its hits are not listed in these tables
# West Nile antiviral: West Nile virus antiviral activity, cell-based, CPE readout (AID 1621). West Nile virus-infected cells, CPE inhibition; higher % means a stronger effect. CPE inhibition, % at 10 µM, or IC50 in µM where a hit was titrated. 0.02% of 290,000 active; in the data active means a potency from the dose series; inconclusive means CPE inhibition mostly from about 3.7% at the one dose, without a potency; inactive means the rest, 99 in 100 with CPE inhibition below about 2.2%; further: strong numbers were not always called active
# AID2073: inhibitors of Mint1-CaV2.2 protein interaction, biochemical, HTRF (AID 2073); Voltage-dependent N-type calcium channel subunit alpha-1B (Homo sapiens); HTRF protein-protein interaction, Mint1-CaV2.2; higher % means a stronger effect; one-dose inhibition, % at 20 µM; IC50 in µM for titrated hits; 0.19% of 290,000 active; in the data active means inhibition mostly above about 51%, no sharp cut-off; inconclusive means no clear call, values can overlap the other calls; inactive means mostly below about 53%; further: some results filed as inactive read as strong as hits
# HIV fusion peptide: inhibitors of HIV fusion peptide binding, primary screen, biochemical, uHTS, fluorescence dequenching (AID 1986); cell-free peptide binding, fluorescence dequenching, 30 min; higher % means a stronger effect; inhibition, % at 20 µM, or IC50 in µM where a hit was titrated; 0.3% of 290,000 active; in the data active means inhibition mostly above about 52%, no sharp cut-off; inactive means mostly below about 76%; further: some results filed as inactive read as strong as hits
# KOR beta-arrestin-2: KOR antagonists, beta-arrestin recruitment, cell-based, luminescence, uHTS (AID 1778). Kappa-type opioid receptor (Homo sapiens). KOR beta-arrestin recruitment, luminescence, antagonist mode; higher % means a stronger effect. inhibition, % at 10 µM, or IC50 in µM where a hit was titrated. 0.091% of 290,000 active; further: strong numbers were not always called active
# NS5 inhibitors pilot replicate: second read-out of NS5 inhibitors, no call of its own (marks repeat the call); inhibition, %; measured here: pilot screen replicate inhibition
# * marks the source's active call; other numbers are inactive results; i = inactive; ? = inconclusive; · = no result given; [ ] = remark or other dose. Unless noted, no stated cut-off is given here; in the data, active means inhibition above about 50%; inactive means the rest. An excerpt, so the mix of outcomes need not match the whole.
SMILES,Yfh1-depleted yeast,NOD1 inhibition,KOR beta-arrestin-1,NS5 inhibitors,NOD2 inhibition,West Nile antiviral,AID2073,HIV fusion peptide,KOR beta-arrestin-2,others
N=c1c(C(=O)NC2CCCC2)cc2c(=O)n3ccccc3nc2n1CC1CCCO1 (configuration not stated),·,-14%,-1.0%,-4%,2%,-1.0%,26%,-0.5%,8%,
NS(=O)(=O)c1ccc(CCNS(=O)(=O)c2cccs2)cc1,·,-10%,-2.6%,-4%,5%,0.1%,2%,0.0%,24%,
Cc1ccc(NC(=O)Cc2nnc(SCC(=O)NC3CCCC3)n2C)cc1,·,-12%,0.4%,-1%,-11%,-0.7%,-1%,2.3%,7%,
CCOCCCNC(=O)C(c1ccc(OC)cc1)N(Cc1ccc2c(c1)OCO2)C(=O)c1cnccn1 (configuration not stated),i,7%,0.5%,-6%,-3%,0.4%,-10%,-3.7%,4%,
Cc1ccc(C(CC(=O)N2CCCC2)c2ccccc2)c(O)c1C (configuration not stated),i,11%,-3.5%,·,15%,-0.1%,-1%,0.2%,10%,
CCOC(=O)CN(C)C(=O)CCc1nnc(-c2ccc(-c3ccccc3)cc2)o1,·,-45%,-4.3%,-3%,9%,0.1%,-2%,-0.7%,4%,
CCc1ccccc1NS(=O)(=O)c1ccc2[nH]cc(C(=O)NC3CCCC3)c(=O)c2c1,i,-27%,4.7%,-5%,-6%,0.8%,0%,2.5%,20%,
O=C1CCC(=O)N1c1ccc(CSc2nc3ccccc3[nH]2)cc1,i,-1%,3.3%,-8%,-6%,-0.2%,-13%,-1.4%,14%,
CC1=C(C(=O)OCC2CCCO2)C(c2cccc(O)c2)NC(=O)N1 (configuration not stated),i,44%,-8.4%,-4%,17%,0.6%,11%,1.7%,11%,
O=C(CSc1ccc2ccccc2n1)c1ccc2c(c1)OCO2,i,-58%,-0.4%,-13%,5%,0.1%,4%,0.2%,17%,
Cn1c(CC(=O)c2ccc(Br)cc2)[n+](C)c2ccccc21,i,-42%,0.0%,0%,-4%,0.7%,6%,1.3%,13%,
O=C(NC1CC1)c1ccc(CN(c2ccccc2)S(=O)(=O)c2ccccc2)cc1,i,-48%,-1.5%,-5%,0%,-1.3%,14%,2.1%,-13%,
O=C(c1cc2c(=O)n3ccccc3nc2s1)N1CCN(Cc2ccccc2)CC1,·,-22%,0.3%,0%,9%,-0.5%,22%,-0.5%,-46%,
COc1ccc(C(c2c(NC(C)=O)sc3c2CCCC3)N2CCN(CCO)CC2)cc1OC (configuration not stated),i,-37%,-5.0%,-6%,18%,-0.4%,-5%,0.7%,-16%,
Cc1cc(Br)ccc1SCC(=O)OCC(=O)NCc1ccc2c(c1)OCO2,i,-22%,-2.7%,-8%,5%,-0.1%,-4%,-2.5%,5%,

# Retrieved by compound from above (3):
SMILES,Yfh1-depleted yeast,NOD1 inhibition,KOR beta-arrestin-1,NS5 inhibitors,NOD2 inhibition,West Nile antiviral,AID2073,HIV fusion peptide,KOR beta-arrestin-2,others
CCOC(=O)CN(C)C(=O)CCc1nnc(-c2ccc(-c3ccccc3)cc2)o1,·,-45%,-4.3%,-3%,9%,0.1%,-2%,-0.7%,4%,
CCOCCCNC(=O)C(c1ccc(OC)cc1)N(Cc1ccc2c(c1)OCO2)C(=O)c1cnccn1 (configuration not stated),i,7%,0.5%,-6%,-3%,0.4%,-10%,-3.7%,4%,
NS(=O)(=O)c1ccc(CCNS(=O)(=O)c2cccs2)cc1,·,-10%,-2.6%,-4%,5%,0.1%,2%,0.0%,24%,

# The list goes on:
SMILES,Yfh1-depleted yeast,NOD1 inhibition,KOR beta-arrestin-1,NS5 inhibitors,NOD2 inhibition,West Nile antiviral,AID2073,HIV fusion peptide,KOR beta-arrestin-2,others
O=C(Cc1ccccc1)N1CCN(C(=O)c2ccco2)CC1,i,-11%,-5.7%,-7%,10%,0.2%,-8%,0.0%,-1%,
CC1CCCC(C)N1C(=O)CSc1nnnn1Cc1ccccc1 (configuration not stated),i,-6%,3.8%,3%,8%,-0.3%,-6%,2.0%,-3%,
COc1cc(-n2c(=O)c3ccccc3n(Cc3ccccc3)c2=O)cc(OC)c1OC,i,13%,1.6%,-5%,-1%,-1.0%,1%,0.0%,-30%,
CCCc1ccc2oc(C(=O)N3CCN(CC(=O)NC(C)C)CC3)c(C)c2c1,·,30%,-0.3%,-3%,-4%,-1.5%,3%,-2.2%,30%,NS5 inhibitors pilot replicate=3.3
COc1cc(-c2nn3c(Cc4ccccc4)nnc3s2)cc(OC)c1OC,i,-31%,-3.2%,1%,-9%,2.2%,-4%,-0.6%,12%,
O=C(O)C1C2C=CC(C2)C1C(=O)NCCCN1CCCC1=O (configuration not stated),·,-13%,-1.4%,1%,10%,0.3%,4%,0.6%,23%,
Cc1occc1-c1nnc(SCC(=O)NCCc2ccccc2)o1,i,-26%,-1.8%,-4%,-7%,-0.8%,3%,0.0%,13%,
Cc1cc(/C=C(/C#N)C(=O)O)c(C)n1CCC(C)C,i,-3%,2.9%,-2%,-5%,0.3%,-1%,-1.6%,-9%,
COC(=O)c1ccccc1NC(=O)c1noc2c1CCCC2,i,-24%,2.2%,-3%,-9%,0.1%,-4%,0.0%,6%,
Cc1ccc(C(=O)/C=C/C(=O)c2ccc(C)cc2)cc1,i,30%,-2.5%,-19%,-22%,-2.5%,23%,1.1%,25%,
CCNC(=O)NC(=O)C(C)OC(=O)[C@H](C)NS(=O)(=O)c1c(C)c(C)cc(C)c1C (some centres not stated),i,-2%,·,0%,14%,-0.1%,8%,-0.1%,17%,
O=C(CCn1c(=O)c2ccccc2n(Cc2cccnc2)c1=O)NCc1ccc2c(c1)OCO2,i,-16%,11%,-9%,4%,-0.1%,-1%,0.0%,29%,
CCOC(=O)C(CC)/C(C)=N/NC(=O)c1ccccc1[N+](=O)[O-] (configuration not stated),i,1%,-0.3%,-1%,5%,0.2%,-38%,-2.6%,26%,
COc1ccc(C(=O)NCc2ccon2)cc1OC1CCN(C(C)C)CC1,·,-5%,6.3%,-10%,-14%,0.6%,10%,0.2%,-41%,
CC(=O)c1ccc(N2CCN(C(=O)c3nn(C)c4c3CS(=O)(=O)c3ccccc3-4)CC2)cc1,·,-31%,-4.9%,-10%,18%,0.1%,9%,-1.1%,-28%,
CCC(SC1=NCCS1)C(=O)Nc1nnc(-c2ccccc2OC)s1 (configuration not stated),i,-18%,-1.5%,-3%,25%,-0.3%,3%,-0.6%,-19%,
NCCS(=O)(=O)NC1CCCCC1,i,-7%,-0.3%,1%,-6%,0.1%,-2%,0.4%,6%[20 µM],
CCC(=O)c1cccc2c1N=CC1=C(CC(C)(C)CC1=O)N2,i,-21%,-2.0%,-3%,11%,1.2%,18%,-2.5%,-11%,
CCCn1nnc(NC(=O)c2cc(Br)ccc2OC)n1,i,-9%,-6.4%,-5%,1%,1.0%,3%,-1.4%,24%,
NC(=O)N/N=C/C=C/c1ccc(F)cc1,i,-5%,-0.8%,9%,-2%,0.1%,5%,-1.2%,5%,
CNc1oc(C)nc1S(=O)(=O)c1ccccc1,i,3%,-2.3%,3%,16%,0.1%,4%,0.1%,13%,
Cc1cc(C)cc(NC(=O)c2cccc(NC3=NC4CS(=O)(=O)CC4S3)c2)c1 (configuration not stated),·,45%,-6.8%,-1%,18%,-0.6%,-6%,-0.6%,-30%[20 µM],
COc1cc(NC(=O)CSc2nc3[nH]ncc3c(=O)n2-c2ccc(Cl)cc2)cc(OC)c1,·,11%,-3.0%,1%,25%,1.2%,24%,2.0%,-9%,
CCNS(=O)(=O)c1ccc(OC)c(C)c1,i,-14%,-0.9%,-4%,4%,0.1%,7%,-1.8%,14%,
COC(=O)c1ccc(NC(=O)c2ccc3nc(C)sc3c2)cc1,·,-8%,-4.2%,1%,13%,-0.1%,26%,-0.1%,1%[20 µM],
COCCCNC(=O)/C(C#N)=C/c1cc(C)[nH]c1C,i,-23%,-2.0%,-5%,-7%,-0.7%,2%,0.7%,15%[20 µM],
COc1cccc(O)c1CN1CCCC(C(=O)c2cccc(C(F)(F)F)c2)C1 (configuration not stated),i,-19%,-0.1%,-6%,-1%,-0.7%,14%,0.3%,0%,
COc1ccc(S(=O)(=O)NCC(c2cccnc2)N2CCN(Cc3ccccc3)CC2)cc1 (configuration not stated),·,-2%,-3.7%,2%,1%,-0.6%,1%,2.3%,-9%,
O=C(Nc1ccc(Cl)cc1)C1CC2CCCC(C1)C2=O (configuration not stated),i,-2%,0.6%,-5%,9%,-0.5%,-3%,2.1%,12%,NS5 inhibitors pilot replicate=-4.9
O=C(CNC(=O)c1ccc(-c2ccccc2)cc1)OCc1ccc(Br)cc1,i,-12%,-3.3%,-8%,-19%,1.0%,9%,0.0%,17%,
CCOC(=O)c1c(/N=C/C2C(=O)CC(C)(C)CC2=O)sc2c1CCCC2,i,-26%,0.2%,5%,2%,0.3%,-22%,-2.0%,-31%,
O=C(CN(Cc1ccccc1)S(=O)(=O)c1ccccc1)NC1CC1,i,-32%,-3.6%,-4%,9%,-0.9%,-3%,-1.0%,35%,
CCC(NC(=O)c1oc2ccccc2c1COC)c1ccc(OC)cc1 (configuration not stated),·,-31%,-0.2%,-9%,-2%,-0.1%,0%,-0.5%,4%,
Cc1ccc(C)c(NC(=O)CSc2nc3[nH]ncc3c(=O)[nH]2)c1,i,-5%,3.4%,-8%,18%,-0.7%,8%,1.5%,-42%,
Cc1ccc(C)c(N2CCN(C(=O)c3cc4ccccn4n3)CC2)c1,i,-16%,-0.7%,?,-1%,-0.3%,0%,-1.5%,32%,
CCOc1ccc(S(=O)(=O)N(C)CC(=O)NCc2ccccn2)cc1Cl,·,-21%,-2.0%,-10%,10%,-0.6%,2%,0.6%,-37%,
CC(C)CN(C(=O)CN1CCN(S(=O)(=O)c2ccc3ccccc3c2)CC1)c1c(N)n(CC(C)C)c(=O)[nH]c1=O,i,-35%,14%,-3%,7%,1.2%,-5%,-1.0%,0%,
O=C(CC(Cc1ccccc1)C(=O)O)Nc1cccc(C(F)(F)F)c1 (configuration not stated),·,0%,-3.5%,-6%,4%,0.3%,10%,-0.5%,-6%,
Cc1ccc(S(=O)(=O)N(C)CC(=O)Nc2ccccc2)cc1,i,-16%,-1.6%,-3%,10%,-0.2%,11%,23%,-2%,
Cc1ccc(-c2ccc(S(=O)(=O)N3CC(C)OC(C)C3)cc2)cc1 (configuration not stated),·,12%,0.2%,-1%,17%,0.0%,11%,2.9%,-24%,
CCOC(=O)c1c(-c2ccc(OCC)cc2)csc1NC(=O)CCN1C(=O)c2ccccc2C1=O,·,-18%,3.1%,·,14%,·,6%,-1.8%,0%,
O=C(CN1CCN(Cc2ccccc2Cl)C1=O)NCc1ccccn1,i,2%,1.8%,-5%,12%,0.1%,-8%,-2.0%,21%,
COc1ccc(NC(=S)N(C)CC2COc3ccccc3O2)cc1 (configuration not stated),i,-6%,-6.7%,-12%,1%,1.6%,-5%,-0.4%,8%,
